TSG101-PTAP inh = blocks PTAP/TSG101 interaction to inhibit HIV-1 budding; Q99816; Fluorescence polarization, FITC-PTAP peptide / Tsg101 binding; Potency, µM (highest dose often 115 µM), without a hit: at the highest dose activity change, negative = inhibition, usual class: inhibitors; 340,000 tested, under 10 active; active = well fitted inhibition curve with a large enough effect in the main read-out, with a control signal flat, not every such curve was filed as active; inconclusive = small, poorly fitted or top-dose-only effect, or effect the other way, or a change in a side signal; inactive = no such curve, though single readings can be large or run the other way; also: potency is read from the fitted curve at half-maximal effect; % of control where 0% means no effect
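Fluorescence polarization binding of Tsg101 binding domain (10 uM final) to FITC-labeled PTAP peptide (50 nM final) in HEPES pH 7.5 buffer with NaCl, Tween 20, EDTA, TCEP. Compounds added before peptide; binding 20 min at RT.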
a7 integrin act = activators of alpha7 integrin expression for muscular dystrophy. alpha7betagal myoblasts, beta-gal FDG fluorescence, 48 h. Potency, µM (titrated, usually from 38.3 µM), for the others: at the highest dose activation, actives largely listed as activators. 350,000 tested, 0.064% active. AID 624291;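 also: potency is read from the fitted curve at half-maximal effect; 100% = response of the positive control SU9516; nearly all actives have a fitted effect of over 60% in size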
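alpha7betagal+/- myoblasts (passage 13, 250/well) treated 48 h at 37C with compounds at 1:260 dilution of DMSO stock. Lysed, then beta-galactosidase activity read as FDG fluorescence (ex 480/em 540) after 30 min, with pre-read for autofluorescence.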
BRCA1 expr up = increases BRCA1 expression; MCF7-BRCA1-FFLuc reporter, luminescence, 48 h; response scale: scaled: vehicle 0%, 10 µM genistein 100%; Potency, µM (titrated, usually from 46.1 µM), for the others: top-dose activation, most hits filed as activators; 380,000 tested, 1.1% active; also: potency is read from the fitted curve at half-maximal effect; nearly all actives have a fitted effect of over 80% in size; some results filed as inactive show a strong effect at the top dose
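MCF7-BRCA1-FFLuc, 2000 cells/well; 2 h attach, 37 °C/5% CO2; compound 48 h; luciferase substrate 15 min; luminescence end-point. Norm. to genistein 10 microM max activation and DMSO; concentration-response curves fitted.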
USP2a block = inhibitors of human ubiquitin-specific protease USP2a; USP2 core, Ub-CHOP2 coupled fluorogenic reporter, 485/531; Potency, µM (highest dose often 38.3 µM), for the others: top-dose activity change, negative = inhibition, actives largely listed as inhibitors; 330,000 tested, 0.01% active;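 also: potency is read from the fitted curve at half-maximal effect; plate controls were DMSO wells for no effect and full inhibition by NEM control for full effect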
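USP2 core (10nM final) preincubated 30min RT with compound in 20mM Tris-HCl pH 8.0, 2mM CaCl2, 2mM beta-mercaptoethanol, 0.05% CHAPS; 25nM Ub-CHOP2 plus 25nM reporter substrate added, fluorescence (Ex485/Em531) read after 60min.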
Eya2 inh = inhibitors of human Eya2 phosphatase activity | O00167 | 330,000 tested, 0.006% active | Potency, µM (top dose mostly 76.9 µM), inactives show at the top dose activity, negative = inhibition, actives largely listed as inhibitors | AID 488837 | recombinant Eya2, OMFP fluorescence dephosphorylation (OMFP is methylfluorescein phosphate); also: potency is read from the fitted curve at half-maximal effect; % is scaled to controls: 0 for no effect and ±100 for the full control effect
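Eya2 (0.2 uM) preincubated 10 min at ambient with compound, then OMFP substrate added at 50 uM; 10 min reaction in 50 mM HEPES pH 7.5, 50 mM NaCl, 5 uM MgCl2, 0.05% BSA, 1 mM DTT. Fluorescence read at Ex 485/Em 525 nm.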
B2AR arrestin = beta2AR (human) beta-arrestin recruitment activity; P07550; beta-arrestin recruitment to beta2AR, cell-based reporter; Potency, µM (highest dose often 46.1 µM), without a hit: at the top dose activation, usual class: activators; 330,000 tested, 0.02% active;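 also: potency is read from the fitted curve at half-maximal effect; 0% = DMSO controls and full agonism = EC100 isoproterenol or metaproterenol; nearly all actives have a fitted effect of over 65% in size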
ASM inhibitor = inhibitors of human secretory acid sphingomyelinase; P17405; placental ASM, HMU-PC fluorogenic substrate, 60 min; Potency, µM (series often up to 57.5 µM), for inactives: at the top dose activity change, negative = inhibition, actives largely listed as inhibitors; 340,000 tested, 0.006% active; AID 504937; also: potency is read from the fitted curve at half-maximal effect
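qHTS format. ASM enzyme prepared from human placenta hydrolyses the fluorogenic substrate HMU-PC0 (9 uM final) over 60 min at 37 °C after a 10 min compound preincubation.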
ELG1 genotox = genotoxicity induction in ELG1-luciferase HEK293T cells; HEK293T ELG1-luciferase reporter, luminescence, 16 h; 330,000 tested, 1.3% active; Potency, µM (doses to about 46 µM), without a hit: at the highest dose activity change, positive = activation, most hits filed as activators; AID 504466; also: potency is read from the fitted curve at half-maximal effect; % of control where 0% means no effect; nearly all actives have a fitted effect of over 60% in size
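Cells (2,000/well) expressing the ELG1-luciferase fusion are dosed by pin tool and kept 16 hr at 37 °C, 5% CO2. Signal comes from ONE-Glo luciferase reagent after 30 min at room temperature.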
uPA surface inh = inhibitors of cell surface uPA generation | cell surface uPA generation assay, qHTS | Potency, µM (top dose mostly 38.3 µM), inactives show top-dose activity change, negative = inhibition, hits mostly inhibitors | 330,000 tested, 0.31% active | AID 540303; active = well fitted inhibition curve with a large enough effect; inconclusive = small, poorly fitted or top-dose-only effect; inactive = no such curve, though single readings can be large or run the other way; tested in mouse RAW 264.7 cells; also: potency is read from the fitted curve at half-maximal effect; % is scaled to controls: 0 for no effect and ±100 for the full control effect; nearly all actives have a fitted effect of over 55% in size
TRPV1 ag = activates the human vanilloid receptor TRPV1 | Q8NER1 | TRPV1-expressing cells, Fluo-8 calcium influx, agonist mode | activation, % at 8.33 µM | 320,000 tested, 0.19% active; in the data active = activation above about 80%; inconclusive = between about 30% and that limit; also: 0% is about no effect
Target sequence (Q8NER1 whole entry, looked up): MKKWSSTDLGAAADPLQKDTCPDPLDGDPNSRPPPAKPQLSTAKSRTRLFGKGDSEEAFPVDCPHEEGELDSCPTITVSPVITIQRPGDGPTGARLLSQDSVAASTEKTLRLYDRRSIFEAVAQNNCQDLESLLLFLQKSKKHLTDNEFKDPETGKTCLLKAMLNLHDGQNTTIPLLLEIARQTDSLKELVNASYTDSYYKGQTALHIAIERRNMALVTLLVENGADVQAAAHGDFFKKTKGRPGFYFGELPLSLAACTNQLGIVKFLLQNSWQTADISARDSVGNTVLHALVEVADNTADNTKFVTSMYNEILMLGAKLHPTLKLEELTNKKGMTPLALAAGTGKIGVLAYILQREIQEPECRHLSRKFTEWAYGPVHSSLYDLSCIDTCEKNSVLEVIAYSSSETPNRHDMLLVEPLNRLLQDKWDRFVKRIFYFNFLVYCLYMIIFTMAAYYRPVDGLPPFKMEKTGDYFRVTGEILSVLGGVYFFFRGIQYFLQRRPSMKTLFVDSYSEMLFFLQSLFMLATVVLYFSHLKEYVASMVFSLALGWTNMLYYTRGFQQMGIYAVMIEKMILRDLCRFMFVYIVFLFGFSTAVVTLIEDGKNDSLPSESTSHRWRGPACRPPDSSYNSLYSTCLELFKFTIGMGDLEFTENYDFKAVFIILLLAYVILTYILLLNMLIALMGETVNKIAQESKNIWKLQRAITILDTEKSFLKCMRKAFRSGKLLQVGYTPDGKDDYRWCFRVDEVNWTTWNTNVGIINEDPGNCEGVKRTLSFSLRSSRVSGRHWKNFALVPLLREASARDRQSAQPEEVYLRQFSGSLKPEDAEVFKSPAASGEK
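Fluo-8 calcium influx in TRPV1-expressing cells, kinetic read (ex 480/em 520 nm). Compound added and read 3 min for agonist activity, followed by capsaicin at EC20 final and 2 min further read for enhancement.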
p53 reactivator = re-activators of mutant p53; H1299 p53-A138V BP100-luciferase reporter, luminescence, 24 h; Potency, µM (series often up to 92.2 µM), for inactives: top-dose activity change, positive = activation, actives largely listed as activators; 320,000 tested, 0.063% active; also: potency is read from the fitted curve at half-maximal effect; % of control where 0% means no effect; nearly all actives have a fitted effect of over 45% in size
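p53-null H1299 cells stably carrying temperature-sensitive p53-A138V and a BP100-luciferase reporter were pinned with compounds (4-point, 1:5 series) and held 24 hrs at 37 deg C. Luminescence was read 10 min after detection reagent.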
Starred values were filed as active, the others as inactive; ? = inconclusive; · = not tested or not shown; & = joins results of further samples; [ ] = remark or other dose. Unless noted, calls follow the shape of the dose curve; as a rule, active = well fitted curve in the direction sought with a large enough effect; inconclusive = small, poorly fitted or top-dose-only effect, or another doubt; inactive = no such curve, though single readings can be large; an effect the other way counts as inactive or inconclusive.

The opening 9 entries, to show the layout:
1: CCc1ccccc1NC(=O)Cn1nc(C(F)(F)F)c2c1CCC2
2: CN(C)/C=C(\C#N)C(=O)Nc1ccccc1
3: COc1ccc(/C=C/C(=O)NC(=S)Nc2ccccc2)cc1OC
4: Cc1cc(COC(=O)C2N3C(=O)[C@@H](NC(=O)COc4ccccc4)[C@H]3SC2(C)C)on1 (stereo not given in full)
5: N#CC1=C(N)Oc2c(ccc3ccccc23)C1c1ccsc1 (stereo not given)
6: Cc1ccccc1C1CC(c2cccs2)=NN1S(C)(=O)=O (stereo not given)
7: Cc1nc2c(c(C)nn2-c2ccccc2)c(C)c1Cl
8: COC(=O)c1cn(C)c2ccc(S(=O)(=O)N3CCCCC3)cc2c1=O
screen / no. | 1 | 2 | 3 | 4 | 5 | 6 | 7 | 8
TSG101-PTAP inh | -3% | 1% | -2% | -1% | 1% | -2% | 2% | -4%
a7 integrin act | 9% | 2% | -6% | 17% | -32% | -2% | 13% | 5%
BRCA1 expr up | 4%&13% | 73% | -26% | 6% | -27% | 6% | -3% | 9%
USP2a block | 2% | -2% | -7% | 0% | 5% | 0% | 2% | 1%
Eya2 inh | -1% | 6% | 2% | 5% | -2% | -2% | 2% | 9%
B2AR arrestin | -1.0% | 0.0% | 0.5% | 0.1% | 0.3% | -0.1% | -0.1% | -0.5%
ASM inhibitor | 3% | -1% | 7% | -3% | 4% | 2% | -5% | -1%
ELG1 genotox | -1% | 14% | ? | 1% | 15µM* | 1% | 7% | 3%
uPA surface inh | 8% | -2% | -1% | 6% | -12% | -9% | -16% | ·
TRPV1 ag | 7 | 0 | -1 | 0 | -7 | 1 | -1 | 2
p53 reactivator | 5% | 18% | 2% | · | 11% | 12% | 0% | 3%

9: Cc1cccn2c(=O)c3cc(C(=O)NCCN4CCOCC4)c(=N)n(CCN4CCOCC4)c3nc12
screen / no. | 9
TSG101-PTAP inh | 3%
a7 integrin act | 11%
BRCA1 expr up | 17%
USP2a block | ?
Eya2 inh | 14%
B2AR arrestin | -1.5%
ASM inhibitor | 323%[activator]
ELG1 genotox | 6%
uPA surface inh | -1%
TRPV1 ag | -1
p53 reactivator | 2%

The whole of this part (from the top)
1: CCc1ccccc1NC(=O)Cn1nc(C(F)(F)F)c2c1CCC2
2: CN(C)/C=C(\C#N)C(=O)Nc1ccccc1
3: COc1ccc(/C=C/C(=O)NC(=S)Nc2ccccc2)cc1OC
4: Cc1cc(COC(=O)C2N3C(=O)[C@@H](NC(=O)COc4ccccc4)[C@H]3SC2(C)C)on1 (stereo not given in full)
5: N#CC1=C(N)Oc2c(ccc3ccccc23)C1c1ccsc1 (stereo not given)
6: Cc1ccccc1C1CC(c2cccs2)=NN1S(C)(=O)=O (stereo not given)
screen / no. | 1 | 2 | 3 | 4 | 5 | 6
TSG101-PTAP inh | -3% | 1% | -2% | -1% | 1% | -2%
a7 integrin act | 9% | 2% | -6% | 17% | -32% | -2%
BRCA1 expr up | 4%&13% | 73% | -26% | 6% | -27% | 6%
USP2a block | 2% | -2% | -7% | 0% | 5% | 0%
Eya2 inh | -1% | 6% | 2% | 5% | -2% | -2%
B2AR arrestin | -1.0% | 0.0% | 0.5% | 0.1% | 0.3% | -0.1%
ASM inhibitor | 3% | -1% | 7% | -3% | 4% | 2%
ELG1 genotox | -1% | 14% | ? | 1% | 15µM* | 1%
uPA surface inh | 8% | -2% | -1% | 6% | -12% | -9%
TRPV1 ag | 7 | 0 | -1 | 0 | -7 | 1
p53 reactivator | 5% | 18% | 2% | · | 11% | 12%

7: Cc1nc2c(c(C)nn2-c2ccccc2)c(C)c1Cl
8: COC(=O)c1cn(C)c2ccc(S(=O)(=O)N3CCCCC3)cc2c1=O
9: Cc1cccn2c(=O)c3cc(C(=O)NCCN4CCOCC4)c(=N)n(CCN4CCOCC4)c3nc12
10: CCN1C(=O)c2ccc(C(=O)Nc3cccc(C(=O)O)c3)cc2C1=O
11: CC1Cc2ccccc2N1CC(=O)Nc1ccc(S(=O)(=O)N(C)C)cc1 (stereo not given)
12: FC(F)Oc1ccccc1NC(=S)NCCc1ccccc1
screen / no. | 7 | 8 | 9 | 10 | 11 | 12
TSG101-PTAP inh | 2% | -4% | 3% | -4% | 0% | 1%
a7 integrin act | 13% | 5% | 11% | -20% | -6% | 6%
BRCA1 expr up | -3% | 9% | 17% | 1% | -4% | 10%
USP2a block | 2% | 1% | ? | 4% | 0% | ·
Eya2 inh | 2% | 9% | 14% | 0% | ? | ·
B2AR arrestin | -0.1% | -0.5% | -1.5% | 0.3% | 0.2% | ·
ASM inhibitor | -5% | -1% | 323%[activator] | 5% | -3% | 7%
ELG1 genotox | 7% | 3% | 6% | 2% | -1% | ·
uPA surface inh | -16% | · | -1% | 8% | -2% | 1%
TRPV1 ag | -1 | 2 | -1 | 1 | 1 | ·
p53 reactivator | 0% | 3% | 2% | 6% | -5% | ·

13: O=C(Nc1cc(Cl)ccc1-n1cncn1)c1cccc(S(=O)(=O)N2CCOCC2)c1
14: COc1ccc(C(c2c(O)nc[nH]c2=O)c2c(O)nc[nH]c2=O)cc1
15: CC(=O)NCC(O)c1ccc([N+](=O)[O-])cc1 (stereo not given)
16: O=C(ON=C1CCN(c2ccc([N+](=O)[O-])cc2)CC1)c1ccccc1
17: O=c1cc(-c2ccccc2)c2ccccc2[nH]1
18: COC(=O)c1c(NS(=O)(=O)c2ccc3ccccc3c2)sc2c1CCCC2
19: Cc1cccc2nc(-c3ccco3)oc(=O)c12
20: CN(C)CCCn1c2c(c(SCC(=O)Nc3nccs3)nc1=O)CCC2
screen / no. | 13 | 14 | 15 | 16 | 17 | 18 | 19 | 20
TSG101-PTAP inh | 1% | -3% | -7% | -2% | -1% | -1% | -2% | -10%
a7 integrin act | -8% | -30% | -6% | 14% | 9% | -3% | 11% | 0%
BRCA1 expr up | -22% | -26% | -9% | 5% | -47% | -19% | 3% | -7%
USP2a block | 0% | -2% | 2% | -2% | 0% | -3% | 2% | 1%
Eya2 inh | 16% | -2% | 4% | -11% | -3% | -5% | 3% | 10%
B2AR arrestin | 0.0% | -1.2% | 0.3% | -0.3% | -0.6% | 0.0% | -0.6% | -0.1%
ASM inhibitor | -3% | 2% | -2% | -15% | -1% | -3% | 2% | 5%
ELG1 genotox | 4% | 0% | -5% | 1% | 14% | -7% | 0% | -12%
uPA surface inh | -12% | 0% | -7% | · | -6% | · | -2% | 0%
TRPV1 ag | 0 | -1 | 2 | 14 | 7 | 4 | 1 | -2
p53 reactivator | -3% | 2% | 9% | -12% | 5% | -3% | -1% | -4%

Screens (PubChem BioAssay)
